Gal4-VP16 FLuc – inhibits Gal4-VP16 luciferase reporter, ROR gamma counter-screen | Drosophila S2 Gal4-VP16 UAS-luciferase, luminescence, 20 h | Potency, µM (series often up to 53.6 µM), for inactives: at the highest dose activity, negative = inhibition, most hits filed as inhibitors | actives 3.5% (n = 310,000);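 also: Gal4-VP16 expression switched on by copper sulfate through the metallothionein promoter; potency is read from the fitted curve at half-maximal effect; % is scaled to controls: 0 for no effect and ±100 for the full control effect; nearly all actives have a fitted effect of over 50% in size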
ELG1 genotox – inducers of genotoxicity in HEK293T ELG1-luciferase cells. actives 1.3% (n = 330,000). Potency, µM (series often up to 46 µM), without a hit: at the highest dose activity change, positive = activation, actives largely listed as activators. AID 504466. HEK293T ELG1-luciferase reporter, luminescence, 16 h; also: potency is read from the fitted curve at half-maximal effect; % of control where 0% means no effect; nearly all actives have a fitted effect of over 60% in size
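16 hr compound incubation (37 °C, 5% CO2) of HEK293T cells carrying luciferase-tagged ELG1; luciferase then measured by ONE-Glo luminescence after 30 min at RT.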
RORgamma inh – ROR gamma (mouse) transcription inhibition | P51450 | Drosophila S2 Gal4-RORgamma UAS-luciferase reporter, 20 h | Potency, µM (series often up to 53.6 µM), for the others: at the highest dose activity change, negative = inhibition, actives largely listed as inhibitors | actives 5.4% (n = 310,000) | AID 2551; also: potency is read from the fitted curve at half-maximal effect; % is scaled to controls: 0 for no effect and ±100 for the full control effect; nearly all actives have a fitted effect of over 60% in size
Target sequence (P51450 whole entry, looked up, the tested form may be a part): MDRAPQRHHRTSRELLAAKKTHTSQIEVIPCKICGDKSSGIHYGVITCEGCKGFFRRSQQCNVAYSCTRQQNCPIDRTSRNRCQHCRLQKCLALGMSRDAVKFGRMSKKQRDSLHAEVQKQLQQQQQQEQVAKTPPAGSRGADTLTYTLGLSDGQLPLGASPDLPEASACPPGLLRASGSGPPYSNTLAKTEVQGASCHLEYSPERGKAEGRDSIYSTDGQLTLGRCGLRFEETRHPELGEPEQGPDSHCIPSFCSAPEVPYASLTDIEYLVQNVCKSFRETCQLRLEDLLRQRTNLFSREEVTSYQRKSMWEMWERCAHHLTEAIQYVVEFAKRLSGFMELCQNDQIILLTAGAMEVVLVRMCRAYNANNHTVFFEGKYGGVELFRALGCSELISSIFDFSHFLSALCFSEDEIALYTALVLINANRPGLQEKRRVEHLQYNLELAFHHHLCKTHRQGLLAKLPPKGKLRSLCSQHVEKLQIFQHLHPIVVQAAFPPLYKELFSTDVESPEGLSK
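Stably transfected Drosophila Schneider cells are the test system, with ROR gamma fused to Gal4 and luciferase under UAS control; luminescence is read after 20 hr of 700 uM copper sulfate induction at ambient temperature.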
PKM2 activator – PKM2 (human) enzyme activation; P14618; Potency, µM (doses to about 57.5 µM), for the others: at the top dose activation, most hits filed as activators; AID 1631; purified PKM2, Kinase-Glo ATP luminescence, activation; response scale: 0% is enzyme alone, no compound; actives 0.34% (n = 260,000); also: potency is read from the fitted curve at half-maximal effect; % is scaled to controls: 0 for no effect and ±100 for the full control effect; nearly all actives have a fitted effect of over 55% in size
Target sequence (P14618 whole entry, looked up): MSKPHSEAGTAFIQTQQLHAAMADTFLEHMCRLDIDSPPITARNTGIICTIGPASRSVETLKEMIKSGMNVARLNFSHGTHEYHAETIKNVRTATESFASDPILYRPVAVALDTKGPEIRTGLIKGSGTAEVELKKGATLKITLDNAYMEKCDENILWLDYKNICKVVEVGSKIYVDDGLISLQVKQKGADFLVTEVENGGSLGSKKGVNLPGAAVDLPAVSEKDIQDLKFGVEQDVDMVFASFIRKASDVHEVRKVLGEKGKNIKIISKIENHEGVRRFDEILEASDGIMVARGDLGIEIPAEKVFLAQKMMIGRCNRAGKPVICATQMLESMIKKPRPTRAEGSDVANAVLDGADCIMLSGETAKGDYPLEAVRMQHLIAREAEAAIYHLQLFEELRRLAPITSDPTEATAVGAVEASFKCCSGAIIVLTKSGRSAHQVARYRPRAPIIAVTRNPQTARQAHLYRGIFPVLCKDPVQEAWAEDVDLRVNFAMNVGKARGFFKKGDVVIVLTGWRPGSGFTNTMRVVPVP
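Kinase-Glo luminescence reports ATP generated from ADP (0.1 mM) and PEP (0.5 mM) by purified hPK-M2 after 1 h at room temperature, pH 7.2 imidazole buffer; intermediate enzyme activity allows detecting inhibitors and activators.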
FLuc modulator – counter-screen for miR-21 project: firefly luciferase inhibitors or activators; purified FLuc, Km substrates, luminescence inhibition; Potency, µM (highest dose often 57.5 µM), without a hit: at the top dose activity change, negative = inhibition, actives largely listed as inhibitors; actives 6.9% (n = 360,000);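 also: potency is read from the fitted curve at half-maximal effect; plate controls were vehicle for no effect and reference inhibitor for full effect; nearly all actives have a fitted effect of over 55% in size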
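Purified P. pyralis luciferase, 10 nM final, with Km-level 10 uM D-luciferin and 10 uM ATP in 50 mM Tris acetate pH 7.5, 10 mM Mg acetate, 0.01% Tween-20, 0.05% BSA; 6-point qHTS titration about 60 µM downward; luminescence read.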
Giardia kill – Giardia lamblia killing. Giardia lamblia trophozoite viability. activity change, % at 7.66 µM, hits read low. actives 0.15% (n = 340,000). AID 540267; in the data active = activity change below about -80%; inconclusive = between about -30% and that limit;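 also: parasites exposed to compound for two days anaerobically before the ATP read; % is scaled to controls: 0 for no effect and ±100 for the full control effect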
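Killing of trophozoites was scored by loss of ATP luminescence after a 48 hrs anaerobic exposure to compounds at 37 deg C, using 100 cells per well.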
Menin-MLL TR inh – displaces Texas Red mutant MLL peptide from human menin | actives 0.23% (n = 270,000) | Menin + Texas Red MLL mutant peptide, fluorescence polarization | Potency, µM (series often up to 61.6 µM), for the others: at the top dose FP activity change, negative = inhibition, actives largely listed as inhibitors | AID 1768 | O00255; active = well fitted inhibition curve with a large enough effect in the polarisation, with a control signal flat, not every such curve was filed as active; inconclusive = small, poorly fitted or top-dose-only effect, or effect the other way, or a change in a side signal; inactive = no such curve, though single readings can be large or run the other way; the % refers to the polarisation; also: potency is read from the fitted curve at half-maximal effect; % of control where 0% means no effect; many of its hits are not listed in these tables
p53 reactivation – restores transcriptional activity of mutant p53 | actives 0.063% (n = 320,000) | H1299 p53-A138V BP100-luciferase reporter, luminescence, 24 h | Potency, µM (doses to about 92.2 µM), without a hit: top-dose activity change, positive = activation, most hits filed as activators | AID 504706; also: potency is read from the fitted curve at half-maximal effect; % of control where 0% means no effect; nearly all actives have a fitted effect of over 45% in size
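p53-null H1299 cells stably carrying temperature-sensitive p53-A138V and a BP100-luciferase reporter were pinned with compounds (4-point, 1:5 series) and held 24 hrs at 37 deg C. Luminescence was read 10 min after detection reagent.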
Rab9 promoter act – Rab9 promoter activation | Potency, µM (highest dose often 9.22 µM), inactives show at the top dose activation, negative = inhibition, most hits filed as activators | AID 485297 | actives 2.8% (n = 320,000) | Huh7 Rab9 promoter-luciferase reporter, luminescence, 24 h; also: potency is read from the fitted curve at half-maximal effect; % of control where 0% means no effect; nearly all actives have a fitted effect of over 60% in size
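Stable Rab9-luc Huh7, 1500 cells/well, 2 h settle; cmpd in DMSO, 24 h, 37 °C/5% CO2; luciferase reagent 10 min RT; luminescence.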
NPC1 prom act – NPC1 promoter activation; Huh7 NPC1 promoter luciferase reporter, 24 h; Potency, µM (titrated, usually from 9.22 µM), inactives show at the highest dose activation, hits mostly activators; actives 2.4% (n = 320,000); AID 485313;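 also: potency is read from the fitted curve at half-maximal effect; % of control where 0% means no effect; nearly all actives have a fitted effect of over 60% in size; reporter is driven by a mutant NPC1 promoter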
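Stable NPC1-promoter luciferase Huh7 line; cpd (DMSO) 24 h, 37 °C, 5% CO2; Amplite luciferase reagent 10 min RT; luminescence readout. qHTS format.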
BRCA1 expr act – activators of BRCA1 expression; MCF7-BRCA1-FFLuc reporter, luminescence, 48 h; response scale: scaled: vehicle 0%, 10 µM genistein 100%; Potency, µM (titrated, usually from 46.1 µM), for the others: at the highest dose activation, hits mostly activators; actives 1.1% (n = 380,000); AID 624202; also: potency is read from the fitted curve at half-maximal effect; nearly all actives have a fitted effect of over 80% in size; some results filed as inactive show a strong effect at the top dose
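First, MCF7-BRCA1-FFLuc cells (2000/well) attach for 2 h; next, compounds are pin-added and incubated 48 h at 37 °C; finally, luciferase reagent is added and luminescence read after 15 min.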
An asterisk follows results filed as active; ? = inconclusive; nt = not tested or not shown; [ ] = dose if it differs, or a comment. Unless noted, calls follow the shape of the dose curve; as a rule, active = well fitted curve in the direction sought with a large enough effect; inconclusive = small, poorly fitted or top-dose-only effect, or another doubt; inactive = no such curve, though single readings can be large; an effect the other way counts as inactive or inconclusive. Only part of the results is shown; rates above refer to the full screens.

SMILES	Gal4-VP16 FLuc	ELG1 genotox	RORgamma inh	PKM2 activator	FLuc modulator	Giardia kill	Menin-MLL TR inh	p53 reactivation	Rab9 promoter act	NPC1 prom act	BRCA1 expr act
COc1ccc2c(c1)C(=NN)c1cc(OC)ccc1-2	0%	4%	?	4%	11µM*	-9	73%[activator]	15%	?	29%	91%
Cc1cc(Cl)ccc1OCC(=O)NCCCCc1ccccc1	-10%	-2%	-17%	10%	2%	-14	-1%	-10%	3%	1%	-4%
COc1ccc(C)cc1-n1c(SCC(=O)Nc2cccc(C(=O)O)c2)nc2ccccc2c1=O	-5%	2%	16%	3%	?	-24	nt	0%	-1%	2%	0%
CCCCCn1c(=O)[nH]c2cc(C(=O)Nc3ccc(OC)cc3)ccc2c1=O	2%	-5%	-7%	0%	0%	2	20%	-2%	-4%	0%	-19%
O=c1c2ccccc2n(Cc2ccc(Cl)cc2)c(=O)n1Cc1ccco1	-19%	-1%	-2%	-1%	3%	-4	32%[activator]	-1%	-7%	1%	-24%
CCOC(=O)c1c(C)[nH]c(C)c1S(=O)(=O)NC(CC)CN1CCOCC1 (configuration not stated)	0%	0%	-8%	nt	-1%	-2	24%	-1%	-4%	-1%	11%
Cc1ccc(S(=O)(=O)N2CCOCC2)cc1C(=O)OCC(=O)N1c2ccccc2NC(=O)C1(C)C	11%	1%	18%	6%	6%	nt	3%	-9%	3%	-5%	nt
CC(C)[C@H](NC(=O)c1ccccc1F)C(=O)Nc1nc2c(s1)CCCC2	-9%	18%	16%[10 µM]	-2%	?	-7	?	?	0%	7%	10%
CN(C)CCN(Cc1ccco1)S(=O)(=O)c1ccc(-c2ccc(=O)[nH]n2)s1	5%	-1%	-12%	-2%	3%	-7	8%	11%	9%	-5%	10%
Cc1cc(C)n(-c2c(C)[nH]c3ccccc23)n1	-8%	-5%	?	-11%	-8%	-13	1%	-2%	-1%	-7%	-18%
CCOCCCNC(=O)c1[nH]c(C)c(C(C)=O)c1C	-12%	6%	1%	-6%	3%	-8	-11%	?	1%	2%	-5%
Cc1nc2c(cc1C(=O)N/N=C/c1ccc([N+](=O)[O-])cc1)c(=O)n(C)c(=O)n2C	13%	14%	-3%	6%	-1%	10	-2%	-18%	1%	-4%	12%
CSCCC(NC(=O)c1ccco1)C(=O)NCC(c1ccccc1)N(C)C (configuration not stated)	nt	2%	nt	nt	-9%	11	nt	8%	-2%	0%	8%
CC(NC(=O)/C=C/c1ccco1)c1nc2ccccc2n1Cc1cccc(Cl)c1 (configuration not stated)	11µM*	-1%	?	?	4%	9	6%	-4%	-1%	-1%	-14%
O=C(NCC(=O)N1CCOCC1)OCc1ccccc1	-17%	3%	12%	nt	-1%	20	-20%	3%	0%	1%	1%
O=C(CSc1nnc(-c2cccnc2)s1)Nc1ccc(C(=O)O)cc1	-11%	-5%	2%	8%	-12%	-2	-2%	0%	13%	0%	-6%
Cc1ccc(-c2nc(N)s[n+]2-c2ccccc2)cc1	-7%	-4%	-10%	-25%	?	-3	0%	17%	-6%	2%	31%
CCOc1ccc(NC(=O)C(=O)N/N=C\c2ccc(CNS(=O)(=O)c3ccccc3)o2)cc1	-24%	9%	1%[10 µM]	-5%	3%	-6	?	-2%	1%	1%	-8%
CCOc1ccc(CCNC(=O)c2nnc(CS(=O)(=O)c3ccccc3)o2)cc1OCC	0%	-15%	17%	1%	2%	-7	-18%	-1%	0%	-5%	13%
COc1ccc(-c2c(C)n([O-])c3c([n+]2=O)CCC3)cc1OC	1%	0%	-18%	-14%	4%	-4	-1%	8%	-3%	-2%	3%
COc1ccc(S(=O)(=O)N2CCC(C(=O)NC3CC3)CC2)cc1C	-19%	1%	-9%	0%	-4%	14	-13%	-4%	-2%	7%	1%
CCOCc1c(C(=O)OCC(=O)NCc2ccc(F)cc2)oc2ccccc12	nt	0%	nt	nt	nt	-1	nt	2%	-3%	-3%	-2%
Cc1ccccc1NC(=O)Cc1nc(COC(=O)Cc2ccccc2F)cs1	nt	0%	nt	nt	-2%	-1	nt	-2%	-2%	-3%	5%
CCc1ccc(OCCCOc2ccc(C=O)cc2)cc1	-30%	11%	?	1%	-6%	-5	5%	2%	1%	3%	17%
CCOc1ccc(C(=O)OCn2nnc3ccccc3c2=O)cc1OC	6%	-7%	1%[10 µM]	18%	1%	-14	-2%	6%	-1%	-2%	4%
Next results follow.
SMILES	Gal4-VP16 FLuc	ELG1 genotox	RORgamma inh	PKM2 activator	FLuc modulator	Giardia kill	Menin-MLL TR inh	p53 reactivation	Rab9 promoter act	NPC1 prom act	BRCA1 expr act
c1ccc(CCNc2nc3ccccc3s2)cc1	?	?	?	8%	19µM*	5	5%	17%	?	?	11µM*
CC(C)C(c1nnnn1C1CCCC1)N1CCOCC1 (configuration not stated)	-1%	2%	7%	6%	2%	2	25%	8%	0%	-5%	14%
Cc1c(C(=O)N2CCCC2)oc2c1-c1nn(CC(=O)NCCCN3CCCCC3)cc1CC2	-20%	1%	-5%	nt	1%	14	nt	16%	1%	-7%	-5%
COc1ccc2oc(=N)c(-c3nnc4n3CCCCC4)cc2c1	14%	6%	34%	-1%	-1%	11	-4%	7%	-4%	13%	-2%[1.84 µM]
C[C@H](NC(=O)[C@@H]1Cc2ccccc2CN1)C(=O)Nc1ccc2c(c1)OCCO2	-2%	8%	2%	nt	-6%	31[activator]	nt	8%	7%	-1%	-10%
COc1cc(OC)c2c(N)c(C#N)c(C(F)(F)C(F)(F)F)nc2c1	0%	-2%	?	-2%	-1%	8	1%	1%	-5%	1%	-1%
CSc1ncccc1C(=O)Nc1cccc(C)n1	11%	1%	7%	1%	-1%	20	-5%	-5%	10%	4%	3%
Cc1cc(C)cc(OCC(=O)Nc2ccc(N3CCCC3)cc2)c1	-3%	-1%	4%	-3%	2%	6	-24%	-14%	-4%	1%	25%
O=C(NCC1OCCc2ccccc21)C1COc2ccccc2O1 (configuration not stated)	5%	0%	3%	-7%	-5%	-22	-11%	-4%	-4%	-4%	12%
CCOC(=O)C(=O)Nc1nnc(SCc2ccc(F)cc2)s1	-10%	-2%	-2%	-15%	-10%	-5	-5%	-3%	0%	3%	24%
CON(c1nc(N(C)C)nc(N(C)C)n1)S(=O)(=O)c1ccccc1Cl	6%	0%	-1%	-6%	-4%	12	-10%	-3%	1%	-2%	-4%
COCCN1C(=O)C(O)=C(C(C)=O)C1c1ccc(OC)c(OC)c1 (configuration not stated)	1%	3%	-15%	-3%	7%	-13	0%	-7%	0%	-2%	20%

9 entries from above, ordered by molecular weight, rising.
SMILES	Gal4-VP16 FLuc	ELG1 genotox	RORgamma inh	PKM2 activator	FLuc modulator	Giardia kill	Menin-MLL TR inh	p53 reactivation	Rab9 promoter act	NPC1 prom act	BRCA1 expr act
CCOCCCNC(=O)c1[nH]c(C)c(C(C)=O)c1C	-12%	6%	1%	-6%	3%	-8	-11%	?	1%	2%	-5%
Cc1cc(C)cc(OCC(=O)Nc2ccc(N3CCCC3)cc2)c1	-3%	-1%	4%	-3%	2%	6	-24%	-14%	-4%	1%	25%
O=C(NCC1OCCc2ccccc21)C1COc2ccccc2O1 (configuration not stated)	5%	0%	3%	-7%	-5%	-22	-11%	-4%	-4%	-4%	12%
Cc1cc(Cl)ccc1OCC(=O)NCCCCc1ccccc1	-10%	-2%	-17%	10%	2%	-14	-1%	-10%	3%	1%	-4%
COc1ccc(S(=O)(=O)N2CCC(C(=O)NC3CC3)CC2)cc1C	-19%	1%	-9%	0%	-4%	14	-13%	-4%	-2%	7%	1%
CCOc1ccc(C(=O)OCn2nnc3ccccc3c2=O)cc1OC	6%	-7%	1%[10 µM]	18%	1%	-14	-2%	6%	-1%	-2%	4%
CCOCc1c(C(=O)OCC(=O)NCc2ccc(F)cc2)oc2ccccc12	nt	0%	nt	nt	nt	-1	nt	2%	-3%	-3%	-2%
CCOc1ccc(CCNC(=O)c2nnc(CS(=O)(=O)c3ccccc3)o2)cc1OCC	0%	-15%	17%	1%	2%	-7	-18%	-1%	0%	-5%	13%
Cc1ccc(S(=O)(=O)N2CCOCC2)cc1C(=O)OCC(=O)N1c2ccccc2NC(=O)C1(C)C	11%	1%	18%	6%	6%	nt	3%	-9%	3%	-5%	nt

Screening data deposited in PubChem by National Center for Advancing Translational Sciences (NCATS).
